TNAP inh noacc: TNAP (human) inhibition, acceptor-free conditions; P05186; purified TNAP, CDP-star luminescence, 30 min; inhibition, % at 20 µM; 200,000 compounds, 0.26% hits;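 active means tissue-nonspecific alkaline phosphatase inhibition above about 50% at 20 µM in the single-dose screen, limit read from the data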;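 further: 0% = DMSO negative control and 100% = EDTA positive control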
Target sequence (P05186 whole entry, looked up): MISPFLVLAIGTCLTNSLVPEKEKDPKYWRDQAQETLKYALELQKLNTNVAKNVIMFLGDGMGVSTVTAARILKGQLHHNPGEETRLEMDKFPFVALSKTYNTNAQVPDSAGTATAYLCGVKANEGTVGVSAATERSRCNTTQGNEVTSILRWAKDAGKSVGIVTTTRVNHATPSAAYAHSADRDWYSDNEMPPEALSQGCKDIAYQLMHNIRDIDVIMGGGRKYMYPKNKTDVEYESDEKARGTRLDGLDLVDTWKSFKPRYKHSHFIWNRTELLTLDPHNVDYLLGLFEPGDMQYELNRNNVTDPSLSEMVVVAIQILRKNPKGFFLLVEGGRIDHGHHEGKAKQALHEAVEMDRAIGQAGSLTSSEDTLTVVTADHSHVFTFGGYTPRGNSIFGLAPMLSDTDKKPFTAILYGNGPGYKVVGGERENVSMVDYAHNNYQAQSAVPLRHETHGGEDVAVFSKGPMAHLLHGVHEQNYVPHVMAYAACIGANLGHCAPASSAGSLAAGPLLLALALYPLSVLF
FLuc inhib CS: counter-screen for luciferase assay inhibitors: firefly luciferase inhibition; P08659; ATPLite firefly luciferase biochemical luminescence, 10 min; inhibition, % at 10 µM; 200,000 compounds, 1.5% hits;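 active means inhibition above about 50% when tested at 10 µM, limit read from the data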
Target sequence (P08659 whole entry, looked up): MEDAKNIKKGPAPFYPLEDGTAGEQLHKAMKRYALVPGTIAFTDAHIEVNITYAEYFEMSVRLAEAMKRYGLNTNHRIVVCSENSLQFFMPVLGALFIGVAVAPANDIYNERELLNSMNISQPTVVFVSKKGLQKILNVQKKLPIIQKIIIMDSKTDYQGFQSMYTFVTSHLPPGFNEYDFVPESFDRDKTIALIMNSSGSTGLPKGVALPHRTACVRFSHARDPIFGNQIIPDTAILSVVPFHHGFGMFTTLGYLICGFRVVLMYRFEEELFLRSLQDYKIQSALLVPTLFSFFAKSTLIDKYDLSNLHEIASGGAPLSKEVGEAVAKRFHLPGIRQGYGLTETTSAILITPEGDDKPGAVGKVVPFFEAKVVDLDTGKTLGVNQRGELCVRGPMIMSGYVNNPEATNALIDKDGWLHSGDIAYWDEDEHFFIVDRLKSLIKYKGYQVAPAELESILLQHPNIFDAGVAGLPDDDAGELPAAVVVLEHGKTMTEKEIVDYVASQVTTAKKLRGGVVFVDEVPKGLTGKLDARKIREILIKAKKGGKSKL
L major viab: Leishmania major promastigote growth inhibition; inhibition, % at 10 µM; Leishmania major promastigotes, resazurin fluorescence viability; AID 1063; 200,000 compounds, 9% hits; in the data active means inhibition above about 50%;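 further: promastigotes grown with compound for 44 hours at 28 °C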
APP 5UTR inh: APP translation inhibition; inhibition, % at 2 µM; 190,000 compounds, 0.82% hits; AID 1285; SH-SY5Y APP 5'UTR-luciferase reporter, luminescence;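 active means inhibition above a set limit, derived from the sample mean plus 3 SD, cut at about 45% in these data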; further: values of inactives mirror those of a sister screen read the other way
bIAP inhibitor: blocks bovine intestinal alkaline phosphatase activity; purified bovine IAP, CDP-star luminescence, 30 min; inhibition, % at 20 µM; 190,000 tested, under 10 active; AID 1019;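 active means over 50% inhibition of intestinal alkaline phosphatase at 20 µM in the single-dose screen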
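Incubation: 30 min reaction at room temperature / Material: purified bovine intestinal alkaline phosphatase (IAP) enzyme / Input: enzyme at 1/65,000,000 dilution / Dosing: 20 µM single dose / Signal: CDP-star luminescence signal / Reagent: CDP-star chemiluminescent phosphatase substrate, 30 µM final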
FLuc stim CS: affects firefly luciferase, flagging false hits in luciferase stimulation screens; activation factor at 10 µM; P08659; 200,000 tested, under 10 active; AID 1027; ATPlite luciferase biochemical, luminescence, 10 min; 0 = ATP-free wells, 1 = DMSO control;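 active means luciferase activation factor, scaled between plate controls, of at least 2 with compound at 10 µM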
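Material: Luciferase/luciferin reagent mix | Doses: Test compounds dosed from 2 mM stocks in 100% DMSO | Timing: 10 min incubation after luciferase reagent addition, room temperature | Measured by: Luminescence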
RAM inhibit: blocks the yeast RAM network. S. cerevisiae dse1pr::URA3 reporter, 5-FOA growth OD615, 2 d; analog-sensitive cbk1-as2 kinase mutant strain. inhibition, % at 50 µM. 190,000 compounds, 1.8% hits. AID 868;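 active means inhibition above a set limit, 3 SD over mean compound inhibition, cut at about 8.4% in these data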;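 further: 0% = DMSO-only wells with no growth and 100% = 10 µM 1-NA-PP1 full growth; inhibition rescues growth on 5-FOA so higher OD means more RAM inhibition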
bIAP activator: intestinal alkaline phosphatase (bovine) activation | purified bovine IAP, CDP-star luminescence, 30 min; hits give high values; fold of DMSO-control signal, blank-subtracted | activation factor at 20 µM | 200,000 compounds, 0.17% hits;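 active means activation factor of 2 or more at 20 µM, a signal rise over negative controls twice the positive control's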
TNAP inh hi DEA: TNAP (human) inhibition, high acceptor | purified TNAP, CDP-star luminescence, 1 M DEA | inhibition, % at 20 µM | 200,000 compounds, 0.03% hits | AID 1135;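 active means over 50% inhibition of tissue-nonspecific alkaline phosphatase at 20 µM in the single-dose screen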;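 further: plate controls were DMSO wells for no effect and EDTA-quenched wells as full inhibition for full effect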
TNAP act hiacc: activators of human TNAP at high phosphate acceptor concentration | purified TNAP, CDP-star luminescence, 1 M DEA, 30 min; hits give high values; 0 = EDTA background, 1 = DMSO-only activity | activation factor at 20 µM | 200,000 tested, under 10 active | AID 1136;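 active means activation factor at least 2 at 20 µM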
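Measured by: Luminescent substrate turnover signal | Test system: Human TNAP | Input: TNAP 1/800 final | Dosing: 20 µM single point | Schedule: 30 min, room temperature | Controls: EDTA wells as negative control, DMSO wells as positive control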
The depositor's hits bear a star; . = no result given. Not a hit list; 13% or so of the library scored in one or more.

SMILES	TNAP inh noacc	FLuc inhib CS	L major viab	APP 5UTR inh	bIAP inhibitor	FLuc stim CS	RAM inhibit	bIAP activator	TNAP inh hi DEA	TNAP act hiacc
Cc1nc(SC2CC(=O)N(c3ccccc3)C2=O)n[nH]1 (stereo not given)	-12	-4	-6	9	-8	1	-0.4	1.1	-2	1
Cc1c(NC(=O)C(C)OC(=O)c2sc3ccccc3c2Cl)c(=O)n(-c2ccccc2)n1C (stereo not given)	-2	0	-2	-1	0	1	1.9	1	8	0.9
Cc1noc(C)c1S(=O)(=O)N1CCC(C(=O)NC2CCCc3ccccc32)CC1 (stereo not given)	-11	-3	60*	-8	14	1	3.4	0.9	-7	1.1
COc1ccc(-c2csc(NC(=O)C3COc4ccccc4O3)n2)cc1OC (stereo not given)	-8	-4	27	-6	4	1	10*	1	-6	1.1
COC(=O)N/N=C/c1cn(CCCOc2ccccc2)c2ccccc12	6	4	54*	20	32	1	0.8	0.7	8	0.9
CCOC(=O)c1ccc(NC(=S)N(CCCN2CCN(CC)CC2)Cc2cccs2)cc1	-6	-5	14	-22	-13	1	2.7	1.1	-3	1
CCCc1cc(=O)n2[nH]c(Cc3ccccc3)nc2n1	8	-8	-13	5	12	1.1	0.0	0.9	-5	1
COc1ccc(OC)c(C(=O)CSc2nc3cccnc3n2C)c1	-5	1	28	6	4	1	0.9	1	1	1
CC(C)(C)n1nnnc1C(c1cccnc1)N1CCN(C(=O)c2ccco2)CC1 (stereo not given)	-5	-3	68*	-14	2	1	1.0	1	-1	1
C/C(=C\C(=O)c1ncc(C(F)(F)F)cc1Cl)N(C)C	-12	-5	-3	6	6	1.1	-0.9	0.9	-8	1.1
c1cncc(-c2nc(NCCCN3CCOCC3)c3c4c(sc3n2)CCC4)c1	-11	-3	68*	10	-7	1	1.7	1.1	-1	1
CCOc1ccccc1C1C(C(=O)OC)=C(N)OC2=C1C(=O)CCC2 (stereo not given)	-10	0	-6	17	1	1	1.3	1	-6	1.1
COc1ccc(CN(C2CCCC2)S(=O)(=O)c2ccc(-n3cnnn3)cc2)cc1OC	-7	-8	12	-13	7	1.1	4.2	0.9	-3	1
COc1ccc(CN2CC(=O)N(c3ccccc3C)C2=S)cc1OC	-13	2	21	-3	-8	1	-0.9	1.1	-2	1
CCNC(=S)N/N=C/c1ccccc1[N+](=O)[O-]	-9	3	10	18	-7	1	0.4	1.1	-4	1
Cc1cccc(/C(N)=N/OC(=O)N2CCOCC2)c1	-17	17	56*	-19	1	0.8	0.3	1	-8	1.1
CCOC(=S)SCc1cn2ccc(C)cc2n1	-12	17	-6	-12	20	0.8	2.0	0.8	-1	1
CCCCCCNC(=O)C(C#N)c1nc2ccccc2nc1N1CCOCC1 (stereo not given)	5	-4	-6	-16	14	1	9.7*	0.9	8	0.9
CCOc1ccc2nc(NC(=O)CSc3ccccc3)sc2c1	-6	-3	-3	-17	9	1	2.0	0.9	1	1
O=C(CSc1nnc(Cn2nnc(-c3ccccc3)n2)n1-c1ccccc1)Nc1ccccc1	11	-5	-5	9	10	1.1	4.1	0.9	-4	1
CCCCNC(=O)CCn1c(=O)c2ccccc2n(Cc2ccccc2C)c1=O	-11	-4	9	-11	0	1	2.4	1	0	1
Clc1ccc2c(c1)CNc1c(ncnc1N1CCOCC1)O2	-13	1	-2	-6	-3	1	0.1	1	-6	1.1
O=C(Nc1nnc(CC(c2ccccc2)c2ccccc2)s1)c1ccco1	-2	-7	0	.	13	1.1	7.4	0.9	-4	1
COc1ccc(S(=O)(=O)N(CC(=O)O)c2ccc(C)cc2)cc1	-10	-4	-6	13	2	1	1.0	1	-7	1.1

Two of these compounds, set out differently:
| Molecule | TNAP inh noacc | FLuc inhib CS | L major viab | APP 5UTR inh | bIAP inhibitor | FLuc stim CS | RAM inhibit | bIAP activator | TNAP inh hi DEA | TNAP act hiacc |
| --- | --- | --- | --- | --- | --- | --- | --- | --- | --- | --- |
| COc1ccc(-c2csc(NC(=O)C3COc4ccccc4O3)n2)cc1OC (stereo not given) | -8 | -4 | 27 | -6 | 4 | 1 | 10* | 1 | -6 | 1.1 |
| COC(=O)N/N=C/c1cn(CCCOc2ccccc2)c2ccccc12 | 6 | 4 | 54* | 20 | 32 | 1 | 0.8 | 0.7 | 8 | 0.9 |

Next records:
SMILES	TNAP inh noacc	FLuc inhib CS	L major viab	APP 5UTR inh	bIAP inhibitor	FLuc stim CS	RAM inhibit	bIAP activator	TNAP inh hi DEA	TNAP act hiacc
COCCNC(=O)C1CC(=O)N(C2CCCC2)C1 (stereo not given)	-9	-7	-5	-12	-4	1.1	0.9	1	-5	1.1
Cc1ccc(CC(CC(=O)O)C(=O)NCC23CC4CC(CC(C4)C2)C3)cc1 (stereo not given)	-2	2	3	5	-2	1	4.3	1	5	1
O=C(CN1CCN(c2ccccn2)CC1)N(c1ccccc1)c1ccc2ccccc2c1	-11	-6	97*	7	-13	1.1	0.3	1.1	-6	1.1
CCN(c1ccccc1)S(=O)(=O)c1ccc(Cl)c(NC(=O)COC(=O)c2cccc(OC)c2O)c1	-20	-3	-3	-2	2	1	2.9	1	-3	1
Cc1cccc(C)c1NC(=S)NC(C)CCc1ccccc1 (stereo not given)	0	-7	61*	-8	17	1.1	0.9	0.8	3	1
Cc1cccc(C(=O)Nc2ccc3c(c2)C(=O)N(CC(C)C)C3=O)c1	-4	14	-10	-32	-23	0.9	3.3	1.2	-3	1
Cc1ccc(N2CCN(C3=NC(=O)/C(=C\c4cn[nH]c4-c4ccccc4)S3)CC2)cc1	-11	3	18	-8	14	1	7.2	0.9	3	1
Cn1c(NC(=O)c2ccccc2)cc(=O)n(C)c1=O	6	-6	-6	-6	-2	1.1	1.4	1	-6	1.1
Cc1cc2cc3c(cc2nc1SCC(=O)O)CCC3	-3	2	6	13	-13	1	3.1	1.1	-1	1
CC(C)CCNC(=O)CN(C(=O)CCC(=O)Nc1ccccn1)c1ccc2c(c1)OCCO2	-12	-6	0	-8	6	1.1	4.6	0.9	-7	1.1
O=C(COc1cccc(OC(F)F)c1)Nc1ccc(SC(F)F)cc1	-12	-6	-3	4	25	1.1	1.1	0.7	-2	1
COc1ccc(C2c3[nH]c4ccccc4c3CCN2C(=O)c2cn3ccccc3n2)c(F)c1 (stereo not given)	-10	2	53*	-34	-8	1	1.6	1.1	-8	1.1
CN(C)C(=O)c1cc(C(=O)c2ccc(C(F)(F)F)cc2F)c[nH]1	-3	9	-9	-24	-16	0.9	0.0	1.2	-1	1
O=C(c1ccccc1C(=O)N1CCN(c2ccc(F)cc2)CC1)N1CCN(c2ccc(F)cc2)CC1	-14	-6	-1	-11	1	1.1	-0.5	1	-3	1
CCOC(=O)c1c(CSc2ccccc2)n(C)c2cc(Br)c(OCC(O)CNC(CO)(CO)CO)cc12 (stereo not given)	-14	-2	-4	3	-4	1	2.2	1	-8	1.1
Cc1ccccc1Oc1cc(NC(=O)Cn2cnc([N+](=O)[O-])c2)cc([N+](=O)[O-])c1	3	-7	97*	6	-15	1.1	5.9	1.1	-1	1
Cc1[nH]nc2c1C1(CCC(c3ccccc3)CC1)C(C#N)=C(N)O2 (stereo not given)	7	-4	-3	-9	12	1	-0.4	0.9	-3	1
CCN(c1ccccc1)S(=O)(=O)c1ccc(OCc2c(C)noc2C)cc1	-10	-2	1	0	4	1	10*	1	-3	1
Cc1cc(C)nc(SCc2nnc(SCC#N)n2-c2cccc(Cl)c2)n1	-17	0	-4	-14	2	1	1.3	1	-6	1.1
Cc1cccc(-c2nc(CS(=O)CC(=O)N3CCCCC3)c(C)o2)c1 (stereo not given)	-9	-6	-2	.	0	1.1	0.3	1	-8	1.1
O=C(Nc1nc(-c2cccnc2)cs1)c1ccccc1[N+](=O)[O-]	1	0	-2	9	-18	1	5.5	1.2	5	1
CCCC(=O)c1cc(F)c(N2CCOCC2)cc1C	1	1	-7	-20	1	1	-0.3	1	-3	1
CC1CN(c2ccccc2)NC1=O (stereo not given)	3	2	-8	0	-23	1	1.2	1.2	2	1
CC(C)NC(=O)CN1C(=O)c2ccccc2S1(=O)=O	-5	-7	-7	19	8	1.1	3.6	0.9	-2	1
CCOC(=O)c1ccc(Oc2nc(NC)nc(SC)n2)cc1	-7	-8	12	6	8	1.1	3.8	0.9	-2	1
CC1=C(C(N)=O)C(c2ccco2)C(C(N)=O)=C(C)N1	-6	-2	-9	-14	-5	1	2.4	1	3	1
COc1ccc(-c2noc(CN(C(=O)c3ccc(OC(C)=O)cc3)C(C)C)n2)cc1OC	-3	-2	3	1	-11	1	-0.5	1.1	1	1
FC(F)(F)c1nc2ccccc2c2nc3ccccc3n12	-7	-6	-5	-18	13	1.1	0.4	0.9	-3	1
O=C(NCC(F)(F)F)N1CCOCC1	-2	-7	-2	-12	6	1.1	1.1	0.9	-4	1
CC/C(=N\NC(=O)c1ccc(Br)cc1)c1ccccc1	-5	6	-3	8	4	0.9	0.8	1	-5	1.1
NS(=O)(=O)c1ccc(CCNC(=O)c2cc(-c3ccc(Br)cc3)nc3ccccc23)cc1	-2	4	2	5	-11	1	1.3	1.1	1	1
Cc1ccc(/C=N/N2CCCCC2)o1	-2	6	4	-13	1	0.9	0.3	1	1	1
COc1ccc(-n2c(=O)cc(N3CCN(c4ccccc4)CC3)[nH]c2=O)cc1	-11	-2	-2	-8	-4	1	2.0	1	2	1
Cc1nc2ccc(NC(=O)c3ccc(S(=O)(=O)N4CCOCC4)cc3)cc2s1	-5	1	27	-6	4	1	3.1	1	-1	1
CCOC(=O)/C(N=Nc1ccc2c(c1)OCO2)=C(\C)O	-2	24	3	-116	13	0.8	0.1	0.9	6	0.9
CN(CC(=O)N1CCCC1)S(=O)(=O)c1ccc(Cl)cc1	-14	-7	-6	-4	5	1.1	0.5	1	0	1

Part of the list above, reduced to TNAP act hiacc:
| Compound | TNAP act hiacc |
| --- | --- |
| FC(F)(F)c1nc2ccccc2c2nc3ccccc3n12 | 1 |
| O=C(NCC(F)(F)F)N1CCOCC1 | 1 |
| CC/C(=N\NC(=O)c1ccc(Br)cc1)c1ccccc1 | 1.1 |
| NS(=O)(=O)c1ccc(CCNC(=O)c2cc(-c3ccc(Br)cc3)nc3ccccc23)cc1 | 1 |

Additional compounds follow:
SMILES	TNAP inh noacc	FLuc inhib CS	L major viab	APP 5UTR inh	bIAP inhibitor	FLuc stim CS	RAM inhibit	bIAP activator	TNAP inh hi DEA	TNAP act hiacc
COC(=O)C1=C(C)n2nnnc2NC1c1cc2ccccc2o1 (stereo not given)	-12	-5	-5	2	4	1.1	0.8	1	-10	1.1
O=C1CN(CC(=O)Nc2ccc(Cl)cc2)CCN1	-10	1	-5	-8	13	1	0.5	0.9	-2	1
COC(CNS(=O)(=O)c1ccc(S(=O)(=O)N2CCCC2)cc1)OC	-4	-3	19	-12	-4	1	0.7	1	-6	1.1
CN1c2ccsc2C(O)=C(C(=O)Nc2ccccc2)S1(=O)=O	-7	17	-8	.	19	0.8	-1.2	0.8	-4	1
Cc1cc2cc(C(c3nnnn3Cc3ccco3)N3CCc4ccccc4C3)c(=O)[nH]c2cc1C (stereo not given)	-8	-3	91*	2	-3	1	0.8	1	-5	1.1
CNC(=O)CSc1nnc(C(C)C)n1C	-7	-3	-9	-15	7	1	0.2	0.9	-4	1
O=C(NCCCN1CCCC1=O)c1ccccc1NS(=O)(=O)c1ccc(Br)cc1	-9	4	-5	0	-6	1	-1.0	1.1	-4	1

Screening results as filed in PubChem.
